High-throughput results deposited in PubChem by several laboratories.
phage Ecoli inh – E. coli growth loss with phage present. growth absorbance. AID 651602. inhibition, % at 11.9 µM. 360,000 compounds, 0.26% hits; in the data active = inhibition above about 11%
PfHsp90 set2 – reduces growth (ATP signal) of yeast expressing P. falciparum Hsp90; 310,000 compounds, 0.32% hits; S. cerevisiae expressing PfHsp90, BacTiter-Glo ATP, 48 h; yeast lacking PDR1 and PDR3 efflux regulators; inhibition, % at 9.4 µM; AID 504621;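 active = every replicate shows inhibition above about 80%, whatever the replicate mean, limit read from the data; inconclusive = mean inhibition reaches the set limit but some replicate falls short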;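 also: 0% = DMSO neutral controls and 100% = 20 µM radicicol positive controls; yeast relying on Plasmodium falciparum Hsp90 in place of its own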
E coli growth – counter-screen for AddAB inhibitors: E. coli growth inhibition | E. coli V3065 growth, OD600 absorbance, 18 h | inhibition, % at 11.9 µM | 330,000 compounds, 0.27% hits;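 active = inhibition above the campaign's mean inhibition across all tested compounds plus 3 SD, cut at about 9.9% in these data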;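 also: uninfected addAB+ strain grown without phage in ampicillin broth; 0% = DMSO wells and 100% = ciprofloxacin 0.95 µg/ml wells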
Rtt109 HAT inh – blocks Candida albicans Rtt109/Vps75 acetyltransferase activity; Q5AAJ8; 330,000 compounds, 0.16% hits; inhibition, % at 34.9 µM; purified Rtt109/Vps75, ThioGlo CoA-SH fluorescence, 4 h;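 active = inhibition of at least 50% in every replicate; inconclusive = best replicate reaches 50% inhibition but some replicates fall short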
Target sequence (Q5AAJ8 whole entry, looked up): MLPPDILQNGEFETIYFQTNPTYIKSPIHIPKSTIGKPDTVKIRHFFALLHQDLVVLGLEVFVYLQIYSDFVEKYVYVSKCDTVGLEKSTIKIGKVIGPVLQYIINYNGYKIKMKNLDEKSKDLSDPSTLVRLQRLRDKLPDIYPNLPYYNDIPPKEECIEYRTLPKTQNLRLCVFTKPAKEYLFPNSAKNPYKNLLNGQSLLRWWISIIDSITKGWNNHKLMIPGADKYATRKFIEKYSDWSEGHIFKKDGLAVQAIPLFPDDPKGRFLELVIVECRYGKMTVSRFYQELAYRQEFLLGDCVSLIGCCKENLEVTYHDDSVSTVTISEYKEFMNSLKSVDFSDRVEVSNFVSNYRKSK
DAGLB inh – diacylglycerol lipase beta (human) inhibition; inhibition, % at 5.17 µM; Q8NCG7; 340,000 compounds, 0.059% hits; HEK293T DAGLB membrane lysate, EnzChek fluorogenic substrate; in the data active = inhibition above about 34%;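 also: 0% = enzyme with vehicle and 100% = wells lacking enzyme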
Target sequence (Q8NCG7 whole entry, looked up): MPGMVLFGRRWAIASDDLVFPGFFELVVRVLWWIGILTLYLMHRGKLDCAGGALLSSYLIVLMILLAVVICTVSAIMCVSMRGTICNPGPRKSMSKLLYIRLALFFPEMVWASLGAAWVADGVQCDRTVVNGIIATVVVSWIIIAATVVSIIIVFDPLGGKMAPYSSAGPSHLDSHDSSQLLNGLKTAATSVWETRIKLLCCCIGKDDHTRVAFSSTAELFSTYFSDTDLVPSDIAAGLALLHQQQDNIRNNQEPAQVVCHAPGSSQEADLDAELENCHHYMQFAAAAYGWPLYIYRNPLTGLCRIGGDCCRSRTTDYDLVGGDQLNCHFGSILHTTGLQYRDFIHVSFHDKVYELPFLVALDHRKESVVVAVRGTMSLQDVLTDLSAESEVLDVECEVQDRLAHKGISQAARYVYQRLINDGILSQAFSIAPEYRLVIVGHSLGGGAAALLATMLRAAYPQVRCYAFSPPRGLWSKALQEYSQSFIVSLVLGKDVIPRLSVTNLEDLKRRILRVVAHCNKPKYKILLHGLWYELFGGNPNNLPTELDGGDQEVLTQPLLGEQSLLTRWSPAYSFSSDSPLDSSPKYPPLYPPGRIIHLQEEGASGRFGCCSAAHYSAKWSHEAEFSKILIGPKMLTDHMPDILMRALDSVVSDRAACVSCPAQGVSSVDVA
CAL PDZ FP – inhibitors of human CAL PDZ peptide binding. purified CAL PDZ, TMR-peptide fluorescence polarization, 1 h. inhibition, % at 20 µM. 330,000 compounds, 0.02% hits;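 active = highest replicate inhibition of at least 40%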;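 also: plate controls were DMSO neutral control wells for no effect and unlabeled competitor peptide control wells for full effect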
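System: tagged CAL PDZ domain. Schedule: 1 h room-temperature incubation prior to read. Signal: fluorescence polarization (mP). Measure: percent inhibition from loss of millipolarization.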
PvdQ acylase – blocks Pseudomonas aeruginosa PvdQ acylase activity; purified PvdQ acylase, fluorescence plate reader; inhibition, % at 10 µM; 340,000 compounds, 0.063% hits; AID 488965; in the data active = inhibition above about 30%, passing the limit was not always enough; inconclusive = no clear call, values can overlap the other calls;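 also: 0% = vehicle neutral wells and 100% = reference inhibitor wells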
Tat transport – blocks Tat-dependent protein export in E. coli; E. coli MC4100 TorA-mCherry Tat export, fluorescence; inhibition, % at 10 µM; 340,000 compounds, 0.036% hits; AID 488895;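 active = mean replicate inhibition at least 50% and at least half of replicates individually reaching 50%; inconclusive = only one of the two criteria met; inactive = neither criterion met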;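 also: exported cargo escapes ClpAP degradation while cytoplasmic cargo is degraded and loses fluorescence; 0% = median of neutral control wells and 100% = median of NaSCN control wells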
AddAB inh – less growth of phage-infected E. coli with AddAB | E. coli expressing H. pylori AddAB, absorbance growth | inhibition, % at 11.9 µM | 330,000 compounds, 0.29% hits; in the data active = inhibition above about 12%;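 also: 0% = vehicle wells of infected cells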
Wnt act – Wnt/beta-catenin pathway activation | Wnt/beta-catenin reporter cell assay, activator, plate reader | activation, % at 9.35 µM | 300,000 compounds, 1.2% hits | AID 743398; in the data active = activation above about 30%, passing the limit was not always enough; inconclusive = no clear call, values can overlap the other calls;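 also: 0% = neutral control wells and 100% = positive control wells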
* hit, by the source's call; ? = inconclusive; nt = no result given.

mol | phage Ecoli inh | PfHsp90 set2 | E coli growth | Rtt109 HAT inh | DAGLB inh | CAL PDZ FP | PvdQ acylase | Tat transport | AddAB inh | Wnt act
COc1ccc(-c2[nH]c(-c3ccc(F)cc3)nc2SCC(=O)NC2CCCC2)cc1 | 1.1 | -5 | -2.0 | 23 | 2 | 0.1 | 3 | 8 | 1.0 | -3
Cc1cc(-n2nc(C)cc2C)nc(N)n1 | 4.0 | 14 | 1.1 | -1 | 1 | -2.1 | -7 | 14 | 0.3 | -3
CCCN1Cc2cccc(C(=O)NCc3cccs3)c2C1=O | 1.8 | -7 | -1.9 | -7 | -1 | nt | -7 | 7 | 1.6 | -3
Cc1cc(NC(=O)CCC(=O)N(Cc2ccco2)C2(C(=O)NC3CCCC3)CCCCC2)no1 | 0.6 | 10 | 2.1 | 7 | 2 | -1.8 | -7 | -5 | 5.3 | -1
Oc1ccc2ccccc2c1C=Nc1ccccc1Br | -2.7 | 5 | -2.5 | -6 | -5 | -1.0 | -6 | 3 | -1.8 | -2
COC(=O)c1nn(-c2cccc(C)c2)c2nnc(Cc3ccc(C)cc3)c(=O)n12 | 2.4 | -2 | -1.0 | 1 | -3 | -0.6 | -13 | 3 | 1.5 | -6
Cc1ccccc1-n1cnnc1SCC(=O)Nc1cccnc1Cl | 0.2 | -48 | 0.8 | -1 | -1 | -2.1 | -11 | -1 | 2.5 | -2
CCOC(=O)c1c(-c2ccc(C)cc2)csc1NC(=S)NC(=O)c1ccccc1 | 0.9 | nt | 0.4 | 1 | -14 | -2.4 | -7 | -1 | 4.8 | -16
CC(=O)Nc1cccc(NC(=O)CSc2nn3c(=O)c(C)nnc3s2)c1 | 2.4 | -4 | -1.2 | -9 | -3 | -0.6 | -12 | -3 | -1.9 | -3
COc1cccc(C(=O)O/N=C(\C)c2cnccn2)c1 | 2.2 | -2 | -0.2 | -4 | 0 | 8.4 | -17 | -5 | 1.9 | 1
COc1cc(OC)c2c(C)cc(=O)oc2c1 | 1.3 | -3 | 0.4 | -13 | -3 | -0.7 | -9 | ? | 2.1 | 0
O=[N+]([O-])c1ccc(NN=Cc2cccc3ccccc23)nc1 | 2.2 | 2 | nt | -6 | -1 | 0.4 | -3 | -2 | nt | -2
O=C(c1ccc(-c2nc3ccccc3s2)o1)N1CCN(c2ccccc2O)CC1 | -0.4 | -20 | 0.4 | -12 | -5 | -1.2 | -4 | 5 | 0.8 | 8
Fc1cccc(CSc2nnc3c(n2)[nH]c2ccccc23)c1 | -1.2 | 14 | 0.7 | -4 | -1 | -1.9 | -7 | 3 | 1.0 | 29
COc1cccc2oc3cc(C#CC4(O)CCCCC4)ccc3c(=O)c12 | 3.2 | 22 | 2.2 | -16 | 7 | -0.7 | 7 | 1 | 3.1 | 24

Other compounds follow.
mol | phage Ecoli inh | PfHsp90 set2 | E coli growth | Rtt109 HAT inh | DAGLB inh | CAL PDZ FP | PvdQ acylase | Tat transport | AddAB inh | Wnt act
CS(=O)(=O)N(CC(=O)N1CCOCC1)c1cccc([N+](=O)[O-])c1 | 1.3 | -9 | 1.0 | nt | 2 | 0.0 | -8 | -1 | 0.6 | -2
COC(=O)C(Cc1cnc[nH]1)NC(=O)C1CCC(=O)N1 (stereo not drawn) | 0.2 | 8 | -0.8 | -11 | -1 | 0.1 | -6 | -11 | 1.2 | 1
COc1ccc(NC(=O)c2ccco2)c(OC)c1 | 4.3 | -11 | -0.5 | 8 | -3 | nt | -15 | 1 | -3.2 | nt
O=C1CC(c2ccc(S(=O)(=O)NCCOc3ccccc3)cc2)CN1 (stereo not drawn) | 1.7 | -11 | 0.7 | -5 | 1 | 0.5 | -6 | 0 | 2.8 | nt
CCn1c(CN2CCOCC2)nnc1SCC(=O)Nc1cccc(C)c1 | -1.3 | 33 | 0.9 | -2 | 2 | -2.9 | -5 | -2 | 2.4 | 1
O=Cc1cc(Br)c(OC(=O)N2CCOCC2)c(Br)c1 | 2.1 | -23 | 0.8 | -6 | -1 | 0.7 | -17 | -9 | 0.0 | -2
O=C1C(=O)N(CCN2CCOCC2)C(c2cccc(Cl)c2)/C1=C(/O)c1ccc2c(c1)OCO2 (stereo not drawn) | 2.2 | -36 | -1.7 | -2 | -2 | -3.4 | 8 | -6 | -0.3 | -1
Cc1ccc(C(=O)O)cc1NC(=S)NC(=O)c1ccc([N+](=O)[O-])cc1Cl | 2.4 | -18 | 0.0 | -6 | 3 | -0.7 | -14 | 11 | 3.8 | 12
COCc1cc(=O)n2[nH]c(C(C)(C)C)cc2n1 | 1.1 | -14 | 0.7 | -3 | -1 | -0.5 | -16 | -3 | 5.8 | 15
CCOc1ccc(-c2noc(CCC(=O)NCC3CCCO3)n2)cc1OC (stereo not drawn) | 0.2 | 3 | 0.8 | 20 | -5 | -2.4 | 5 | -7 | 0.7 | 1
Fc1c(F)c(C(F)(F)F)c(F)c(F)c1N1CCN(c2ccc3nnc(C(F)(F)F)n3n2)CC1 | 3.1 | -12 | -0.2 | -5 | -2 | -0.3 | -9 | 2 | 3.8 | -5
O=C(c1cc(-c2ccccc2)nc2ccccc12)N1CCc2ccccc2C1 | 2.9 | -21 | -0.2 | 4 | -5 | -0.3 | 7 | 8 | 2.3 | -4
CCNC(=S)Nc1cccc(Cl)c1C | 0.2 | -5 | -1.4 | -3 | 0 | nt | -16 | 22 | -1.9 | nt
O=C(c1cc2c([nH]c1=O)CCCC2)N1CCc2c([nH]c3ccccc23)C1c1ccccc1F (stereo not drawn) | 3.6 | -62 | 2.5 | -3 | 2 | -1.7 | -2 | 5 | 0.5 | 0
COCCCNC(=O)CN(Cc1ccc(Cl)cc1)S(C)(=O)=O | -1.4 | -1 | 1.7 | -16 | -1 | -1.7 | -8 | -1 | 1.8 | -1

Other records follow.
mol | phage Ecoli inh | PfHsp90 set2 | E coli growth | Rtt109 HAT inh | DAGLB inh | CAL PDZ FP | PvdQ acylase | Tat transport | AddAB inh | Wnt act
CCn1c2ccccc2c2cc(CN3CCN(C(=O)c4ccco4)CC3)ccc21 | -0.8 | -5 | -1.0 | -4 | 0 | 0.1 | -15 | 8 | 1.8 | -1
Cc1cc(S(=O)(=O)N2CCC(NC(=O)C34CC5CC(CC(C5)C3)C4)CC2)ccc1-n1cnnn1 | 2.4 | 7 | 0.4 | 1 | 0 | -0.9 | -3 | 2 | 0.1 | nt
CC(=O)Nc1ccc(S(=O)(=O)N(C)CC(=O)OCC(=O)N2CCCCC2)cc1 | 3.8 | -15 | 0.5 | -11 | 4 | -2.6 | 6 | 4 | -0.9 | -1
COc1cccc(/C=C2\SC(=S)N(NS(=O)(=O)c3ccccc3)C2=O)c1OC | 1.2 | 0 | -0.5 | 0 | 18 | -1.5 | -5 | 3 | -1.9 | 1
C=CCn1c2ccccc2c2nnc(SCCN3CCOCC3)nc21 | 3.8 | 27 | -0.2 | -2 | 0 | 1.0 | -7 | -7 | 2.1 | -1
CCOC(=O)C1=C(Cn2cnc3ccccc32)NC(=O)NC1c1ccc(Cl)cc1 (stereo not drawn) | 4.1 | -29 | 1.2 | -5 | 4 | -1.3 | -15 | -1 | 3.3 | -3
N#Cc1ccccc1NC(=O)CC1c2ccccc2Oc2ccccc21 | 1.5 | -26 | -3.5 | 2 | 5 | 0.1 | -14 | -10 | 3.7 | -1
N/C(COc1ncn(-c2ccccc2)n1)=N\S(=O)(=O)c1ccccc1 | 6.5 | -4 | -0.6 | 1 | -2 | -0.6 | -2 | 2 | 3.2 | 0
CCOc1ccc(NC(=O)CN(C)CC(=O)NC2CCCc3ccccc32)cc1OCC (stereo not drawn) | 2.3 | nt | -2.4 | 7 | 2 | 0.1 | -13 | -2 | -1.3 | -2
COCC(C)n1c(SCC(=O)Nc2cc(C)on2)nc2ccccc2c1=O (stereo not drawn) | -0.7 | 1 | nt | -12 | 3 | -2.2 | -2 | 6 | nt | 2
CCN(CC)CCN(Cc1cc2ccc(C)c(C)c2[nH]c1=O)C(=S)NCc1ccco1 | 1.3 | 11 | -2.7 | 16 | -1 | -5.2 | -2 | -2 | 1.3 | -5
CC1=NN(C(=O)CCc2ccccc2)C(c2ccccc2)C1 (stereo not drawn) | 4.0 | 19 | 0.1 | -5 | -2 | -2.5 | -17 | 18 | 1.4 | 2
CSc1ncc(CN2CCc3c([nH]c4ccccc34)C2c2cccc(O)c2)cn1 (stereo not drawn) | 2.4 | -26 | 0.6 | 6 | -2 | 5.6 | -10 | 0 | 4.5 | -1
OCCNCCNCc1ccccc1OCc1ccccc1 | 0.1 | 4 | -1.6 | 6 | -1 | -0.8 | -13 | 4 | -2.4 | -1
CCNC(=S)N1CCN(c2ccccn2)CC1 | 3.3 | 3 | -3.8 | 8 | -2 | 0.2 | 3 | -4 | 1.7 | -2

Going on with the list.
mol | phage Ecoli inh | PfHsp90 set2 | E coli growth | Rtt109 HAT inh | DAGLB inh | CAL PDZ FP | PvdQ acylase | Tat transport | AddAB inh | Wnt act
COc1ccc(S(=O)(=O)N(C)CC(=O)N2CCC(C(N)=O)CC2)cc1Cl | 0.1 | nt | 0.6 | 1 | 2 | -0.2 | -11 | 1 | 5.0 | nt
Cc1ccc(S(=O)(=O)NCCC(=O)Nc2ccc3c(c2)OCO3)cc1 | 3.0 | 3 | -0.5 | 4 | -3 | -0.5 | 9 | 7 | 4.0 | nt
COc1ccc(-c2noc(COC(=O)c3ccco3)n2)cc1OC | 3.1 | nt | 1.4 | -3 | -2 | 0.0 | -14 | -6 | 0.8 | -4
O=C(NNC(=O)C1CCN(c2ncccn2)CC1)c1ccncc1 | 1.1 | -2 | 3.0 | nt | 2 | -0.3 | 8 | 0 | 1.9 | -1
CC(C)(C)C1CCc2[nH]c3ccccc3c(=O)c2C1 (stereo not drawn) | 3.4 | 28 | 1.9 | 4 | 1 | -1.4 | 2 | 0 | 1.7 | nt
C(=Cc1cccnc1)c1ccncc1 | 3.5 | nt | nt | -9 | -2 | -0.8 | -13 | -4 | nt | -3
COc1cccc(NC(=O)CSc2nc3ccccc3c(=O)n2C)c1 | 1.2 | 4 | 0.3 | 4 | 0 | -1.3 | -7 | -8 | 0.0 | -2
O=C(N/C(=C\c1ccc(Br)cc1)c1nc2ccccc2[nH]1)c1ccco1 | 1.9 | 8 | -0.8 | 0 | 0 | -1.0 | 19 | 9 | 1.4 | nt
COc1nnc(-c2ccc(C)c(S(N)(=O)=O)c2)c2ccccc12 | 2.4 | -2 | 0.9 | -7 | 2 | -0.5 | -4 | 0 | 0.6 | 3
CCOc1ccc(NC(=O)c2cn(-c3ccc(OCC)cc3)c(=O)c3cc(OC)c(OC)cc23)cc1 | 2.6 | nt | -4.4 | 3 | 1 | -1.8 | -6 | 11 | 0.7 | -11
S=C(NCCc1ccccn1)Nc1ccc(Cl)cc1Cl | 3.0 | 4 | -1.5 | -3 | 0 | -1.6 | -2 | -10 | 0.4 | 0
CC(O)CNCCOc1ccccc1OCc1ccccc1 (stereo not drawn) | 2.0 | 9 | -0.8 | 1 | 1 | -1.3 | -9 | -6 | 0.2 | -1
Cc1ccc(S(=O)(=O)NCc2ccccc2)cc1C(=O)NCC(C)(C)N1CCOCC1 | 4.5 | -21 | 0.0 | -1 | -2 | 0.3 | -11 | 10 | -1.0 | 0
CCc1nn2c(N3CCOCC3)cc(C)nc2c1-c1ccc(F)cc1 | 1.1 | -6 | -1.2 | -8 | 0 | nt | -11 | -3 | 0.0 | nt

Rows are unselected; any-hit rate near 1.9%.
